# TSHR antagonist = human thyrotropin receptor antagonism; activity change, negative = inhibition, % at 11.5 µM; hit rate 0.2% among 330,000; P16473; TSHR-expressing cells, TSH-stimulated cAMP HTRF, 2 h; active compounds read low;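 active means activity change below a set negative limit, meaning inhibition stronger than a set level, cut at about -70% in these data; inconclusive means activity change between two set negative limits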; further: on the % scale 0 is the no-effect control and ±100 the full control effect
#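 TSHR-expressing cells were treated with compounds, then stimulated with TSH at EC80 (4nM final) for 2 hours at 37 deg C. Cellular cAMP was measured by HTRF competition between lysate cAMP and cAMP-d2 for a cryptate-labelled anti-cAMP antibody.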
# USP2a inh = inhibitors of human ubiquitin-specific protease USP2a | hit rate 0.01% among 330,000 | USP2 core, Ub-CHOP2 coupled fluorogenic reporter, 485/531 | Potency, µM (highest dose often 38.3 µM), for the others: at the highest dose activity change, negative = inhibition, actives largely listed as inhibitors | O75604;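 further: potency means the concentration at half of the fitted maximal effect; plate controls were DMSO wells for no effect and full inhibition by NEM control for full effect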
# Target sequence (O75604 whole entry, looked up): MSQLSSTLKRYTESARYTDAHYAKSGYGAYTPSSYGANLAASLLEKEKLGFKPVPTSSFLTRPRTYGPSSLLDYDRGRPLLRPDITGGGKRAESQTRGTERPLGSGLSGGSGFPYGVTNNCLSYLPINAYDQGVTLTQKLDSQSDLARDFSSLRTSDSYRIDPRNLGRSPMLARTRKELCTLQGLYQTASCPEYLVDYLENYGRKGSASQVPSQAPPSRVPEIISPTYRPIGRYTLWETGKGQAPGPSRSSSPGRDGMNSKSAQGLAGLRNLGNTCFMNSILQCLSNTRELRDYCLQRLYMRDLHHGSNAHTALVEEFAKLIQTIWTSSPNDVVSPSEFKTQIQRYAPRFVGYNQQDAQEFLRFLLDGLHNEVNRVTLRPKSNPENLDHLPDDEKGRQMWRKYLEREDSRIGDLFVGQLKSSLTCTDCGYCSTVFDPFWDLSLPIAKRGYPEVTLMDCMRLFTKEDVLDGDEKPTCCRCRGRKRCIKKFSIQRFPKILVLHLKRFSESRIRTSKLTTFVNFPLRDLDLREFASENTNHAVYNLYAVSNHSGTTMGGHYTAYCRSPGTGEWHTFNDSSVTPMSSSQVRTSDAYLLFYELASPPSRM
#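 USP2 core (10nM final) preincubated 30min RT with compound in 20mM Tris-HCl pH 8.0, 2mM CaCl2, 2mM beta-mercaptoethanol, 0.05% CHAPS; 25nM Ub-CHOP2 plus 25nM reporter substrate added, fluorescence (Ex485/Em531) read after 60min.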
# TCR act = activates T cell receptor signaling; 330,000 tested, under 10 active; primary human leukocytes, anti-CD3, IL-2 HTRF, 48 h; AID 504894; Potency, µM (doses to about 9.22 µM), without a hit: top-dose activation of IL-2 secretion, actives largely listed as activators; further: % of control where 0% means no effect
#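 Human primary leukocytes + a-CD3 beads + cpd, 48 hr; IL-2 in supernatant by HTRF (ex 320nm / em 665nm). No co-stimulatory signal supplied.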
# Mito fusion yeast = inhibitors of mitochondrial division or activators of mitochondrial fusion. S. cerevisiae fusion-defective mutant growth rescue, CellTiterGlo 48 h. Potency, µM (titrated, usually from 46.1 µM), for inactives: top-dose growth rescue (activation), actives largely listed as activators. hit rate 0.23% among 320,000. AID 485298;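 further: potency means the concentration at half of the fitted maximal effect; % of control where 0% means no effect; nearly all actives have a fitted effect of over 45% in size; temperature-sensitive fusion mutants such as fzo1-1 at 37 °C on non-fermentable ethanol glycerol medium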
#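 Yeast fusion mutant, YPEG (non-fermentable carbon), compound, 48 h at 37C non-permissive; CellTiterGlo added, 10 min RT, luminescence read. Rescued growth = division inhibition.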
# KCNH2 3.1 inh = KCNH2 3.1 (human) potassium channel inhibition. U2OS KCNH2 3.1, thallium flux FluxOr; active compounds read low. AID 720553. hit rate 0.95% among 340,000. activity change, % (tested at about 1.8 µM);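 active means maximum activity change below -70%; inconclusive means maximum activity change from -70% to -50%; inactive means maximum activity change above -50%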;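 further: thallium influx rate constant from kinetic fluorescence after stimulation buffer; on the % scale 0 is the no-effect control and ±100 the full control effect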
#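 We transduce U2OS cells with the mutant 3.1 virus, culture them overnight, load FluxOr with Red40 quencher for 45 min, then add stimulation buffer and read kinetically for 2 min to derive a normalized rate constant.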
# TRPV1 ag = agonists of human vanilloid receptor 1 (TRPV1); Q8NER1; activation, % at 8.33 µM; TRPV1-expressing cells, Fluo-8 calcium influx, agonist mode; hit rate 0.19% among 320,000; in the data active means activation above about 80%; inconclusive means between about 30% and that limit; further: 0% is about no effect
#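 Cells expressing TRPV1 were dye-loaded with Fluo-8 and read kinetically: 10 s baseline, 3 min after compound (agonist portion), then 2 min after EC20 capsaicin (allosteric enhancer portion). Calcium-bound dye fluorescence at 480/520 nm.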
# KCNH2 WT inh = blocks the wildtype human KCNH2 potassium channel; AID 720551; hit rate 0.37% among 340,000; activity change, % at 1.84 µM; U2OS, BacMam KCNH2, thallium flux FluxOr; active compounds read low; Q12809;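 active means maximum activity change below -70%; inconclusive means maximum activity change between -70% and -50%; inactive means maximum activity change above -50%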; further: on the % scale 0 is the no-effect control and ±100 the full control effect
#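 U2OS cells were transduced with wild-type KCNH2 virus (2.03 x 10^8 / mL) for 4 h at room temperature, then cultured overnight at 37 C. Thallium flux was read with FluxOr dye. Rate constants were normalized to DMSO controls.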
# Eya2 phos inh = blocks the phosphatase activity of human Eya2. O00167. recombinant Eya2, OMFP fluorescence dephosphorylation (OMFP is methylfluorescein phosphate). Potency, µM (highest dose often 76.9 µM), inactives show top-dose activity, negative = inhibition, hits mostly inhibitors. hit rate 0.006% among 330,000. AID 488837; further: potency means the concentration at half of the fitted maximal effect; on the % scale 0 is the no-effect control and ±100 the full control effect
# Target sequence (O00167 whole entry, looked up): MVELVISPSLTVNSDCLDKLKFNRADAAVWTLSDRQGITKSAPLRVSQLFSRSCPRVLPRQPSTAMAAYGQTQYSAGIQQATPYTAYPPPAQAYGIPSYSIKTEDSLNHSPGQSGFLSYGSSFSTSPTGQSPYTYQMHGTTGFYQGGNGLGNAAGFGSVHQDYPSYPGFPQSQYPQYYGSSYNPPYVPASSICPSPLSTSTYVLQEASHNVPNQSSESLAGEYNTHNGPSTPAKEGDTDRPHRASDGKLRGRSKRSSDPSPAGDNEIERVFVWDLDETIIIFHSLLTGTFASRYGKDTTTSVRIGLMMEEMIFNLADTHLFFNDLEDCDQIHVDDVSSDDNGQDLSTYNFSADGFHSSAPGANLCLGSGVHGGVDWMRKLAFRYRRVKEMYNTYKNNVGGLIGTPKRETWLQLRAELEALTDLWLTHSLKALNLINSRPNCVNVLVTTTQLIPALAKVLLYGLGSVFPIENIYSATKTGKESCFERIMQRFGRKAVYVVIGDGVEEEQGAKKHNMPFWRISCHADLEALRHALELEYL
#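 Eya2 (0.2 uM) preincubated 10 min at ambient with compound, then OMFP substrate added at 50 uM; 10 min reaction in 50 mM HEPES pH 7.5, 50 mM NaCl, 5 uM MgCl2, 0.05% BSA, 1 mM DTT. Fluorescence read at Ex 485/Em 525 nm.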
# A-T KAP1 phos = potential ataxia-telangiectasia treatment; Potency, µM (doses to about 57.5 µM), for the others: at the highest dose activation, hits mostly activators; AID 485349; hit rate 0.19% among 320,000; […] A-T fibroblasts, KAP-1 phosphorylation AlphaLISA; neocarzinostatin DNA damage 30 min before lysis; further: potency means the concentration at half of the fitted maximal effect; % of control where 0% means no effect; nearly all actives have a fitted effect of over 45% in size
#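 hTERT-immortalized A-T patient fibroblasts ([…]), 500 cells/well in OPTI-MEM, 1% FBS, got compounds for 60 min, then NCS for 30 min at 37C. Lysates were then assayed for phospho-KAP-1 by AlphaLISA (anti-pKAP1 donor, anti-KAP1 acceptor beads), 6 hr at 25C.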
# ELG1 DNA repair = ELG1-dependent DNA repair inhibition. hit rate 2.3% among 330,000. Potency, µM (top dose mostly 46.1 µM), for the others: at the highest dose activity change, negative = inhibition, hits mostly inhibitors. HEK293T ELG1-luciferase reporter, luminescence, 16 h; DNA damage induced by 5-fluorouridine; further: potency means the concentration at half of the fitted maximal effect; on the % scale 0 is the no-effect control and ±100 the full control effect; nearly all actives have a fitted effect of over 55% in size
#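 Cells (2,000 per well) received 5-fluorouridine plus test compound or DMSO and were incubated 16 hr at 37 °C, 5% CO2. Luciferase activity was read by luminescence 30 min after ONE-Glo addition; signal suppression marked inhibition of damage-induced ELG1 function.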
# An asterisk follows results filed as active; ? = inconclusive; . = no result given; [ ] = another dose, or the depositor's remark. Unless noted, the call rests on the fitted dose curve; in most records, active means well fitted curve in the direction sought with a large enough effect; inconclusive means small, poorly fitted or top-dose-only effect, or another doubt; inactive means no such curve, though single readings can be large; an effect the other way counts as inactive or inconclusive. The list is partial; rates above refer to the full screens.
SMILES,TSHR antagonist,USP2a inh,TCR act,Mito fusion yeast,KCNH2 3.1 inh,TRPV1 ag,KCNH2 WT inh,Eya2 phos inh,A-T KAP1 phos,ELG1 DNA repair
COc1ccc(C(=O)NCCN=C2NS(=O)(=O)c3ccccc32)cc1,3,1%,-5%,-3%,8,-2,0,-19%,5%,-5%
N#CC(=C1SC=CS1)c1nc(-c2ccccc2)cs1,-25,1%,1%,0%,0,0,0,10%[15.4 µM],-2%,?
CN(C(=O)COC(=O)c1nc(Cl)c(Cl)c(Cl)c1Cl)C1CCS(=O)(=O)C1 (stereo not drawn),-17,1%,-29%,0%,2,-2,4,-2%,-7%,?
COc1ccc(-c2ccc(/C=N/N3C(=O)C4C5C=CC(C6CC56)C4C3=O)o2)c([N+](=O)[O-])c1 (stereo not drawn),2,2%,7%,0%,-31,2,29,-8%,-6%,18µM*
CCCOc1ccc(C2Nc3cccc4cccc(c34)N2)cc1,-7,-1%,2%,-5%,-13,1,4,0%,-4%,?
CCNC(=O)C/C(C)=N/NC(=O)C12CC3CC(CC(C3)C1)C2,-7,0%,1%,-4%,.,?,1,9%,-1%,7%
O=C1c2cccc3cc(Br)cc(c23)C(=O)N1Nc1ccc(Br)cc1,1,0%,4%[46.1 µM],-2%,-2,-3,2,-5%,-11%,7%
CCc1ccccc1NC(=O)COc1ccc(C(=S)N2CCCC2)cc1,11,2%,-2%,2%,3,12,-2,-4%,5%,?
Cc1nc(CNC(=O)C2CCC(=O)N(Cc3cccc(F)c3)C2)sc1C (stereo not drawn),39,-1%,5%,8%,-11,-5,-22,16%,11%,-4%
CCOc1ccc(CCNC(=O)c2ccc(=O)[nH]c2)cc1OCC,19,0%,-3%,-2%,-19,-7,-1,0%,20%,10%
COc1ccc(-c2ccnc3c(C#N)cnn23)cc1,2,1%,-4%,-3%,4,-5,4,7%,6%,0%
COc1ccc(S(=O)(=O)NC(C)C(=O)NCc2ccncc2)cc1C (stereo not drawn),18,2%,-2%,1%,9,-1,0,-4%,3%,-17%
CC1(C)CC(=O)C=C(NC2CCCCCC2)C1,-7,-1%,3%,5%,9,3,9,-2%,-1%,14%
CC(C)CC(C(=O)NCc1ccccn1)N1C(=O)c2ccccc2C1=O (stereo not drawn),-7,-1%,-1%,0%,-2,-1,1,-8%,4%,3%
CCOC(=O)c1c(CN2CCCCC2C)oc2ccc(OC)cc12 (stereo not drawn),-12,1%,-3%,-4%,-34,19,56,11%,5%,?
Cc1nc(N2CCN(C(=O)c3ccco3)CC2)nc2c1C(=O)CCC2,3,0%,9%,-1%,2,11,-3,13%,-1%,?
COc1ccc(N2CCN(C(=O)[C@H](C)NC(=O)c3ccccc3Cl)CC2)cc1,-99*,1%,3%,1%,7,2,-1,8%,4%,-3%
CCCNC(=O)c1ccc(Cn2cc(C(F)(F)F)ccc2=O)cc1,0,3%,-1%,9%,-9,3,-1,4%,-4%,-2%
Cc1ccc(CN2CC(C(=O)NC3CCCC(C)C3C)CC2=O)cc1 (stereo not drawn),-2,-1%,-2%,-3%,-2,5,4,-20%,-1%,0%
COc1ccc(CN2CCC(C)CC2)cc1OCc1ccccc1,-1,-6%,5%,-2%,-12,6,15,-9%,-2%,11%
O=C(N/C(=C/c1ccc(Br)cc1)C(=O)N1CCCC1)c1cccs1,5,2%,.,29%,7,8,-10,-21%,4%,-7%
COc1cc2c(cc1OC)C(c1ccccc1O)N(C1CC(=O)N(c3ccccc3)C1=O)CC2 (stereo not drawn),10,4%,7%,-6%,0,-2,-5,6%,5%,-5%
CC(C)Cc1cc(C(=O)NCCN2CCOCC2)no1,3,-1%,5%,-2%,-5,3,-8,15%,-4%,?
Fc1ccc(N=C2NN=C(c3cc(F)ccc3F)CS2)cc1,0,0%,4%[46.1 µM],20%,-11,1,-11,-1%,-7%,?
Cc1cccc(NC(=O)CSc2nc3ccccc3nc2N2CCCC2)c1C,15,1%,-6%,-1%,50,25,6,9%,-27%,?
Cc1ccsc1/C=N/NC(=O)CNC(=O)c1ccccc1,-5,-9%,6%,-2%,33,3,7,-7%,-4%,19%
CC(=O)N1CCN(c2ccc(NC(=O)c3ccccc3C)cc2)CC1,-4,5%,.,-1%,0,-2,-14,11%,-13%,?
COc1ccc(C(=O)O/N=C(\N)c2ccc(Br)cc2)cc1,0,-1%,8%,10µM*,-7,6,8,10%,?,?
C=CCN1C(=O)C(CC(=O)Nc2ccccc2)S/C1=N/c1nccs1 (stereo not drawn),-2,2%,7%,0%,-11,?,-4,2%,0%,3%
COc1ccc(-c2oc(=O)c3cc(OC)c(OC)cc3c2/C=C/c2ccc([N+](=O)[O-])cc2)cc1,0,-1%,0%,.,-8,.,-17,-5%,-1%,-5%
COc1ccc(/C=C(\NC(=O)c2ccco2)C(=O)NC(Cc2ccccc2)C(=O)O)cc1 (stereo not drawn),-10,-1%,-2%,-2%,24,-2,-5,-1%,-8%,2%
COc1ccc(-c2cc(C(=O)Nc3ccc(Br)cc3)no2)cc1,-5,1%,-1%,-7%,-3,-2,-2,25%,-3%,0%
Cc1ccc(NC(=O)COc2coc(CN3CCc4ccccc43)cc2=O)c(C)c1,-16,0%,-4%,24%,17,4,21,3%,-15%,-7%
O=C(COC(=O)/C=C/c1cccc([N+](=O)[O-])c1)Nc1cccnc1Cl,1,0%,-12%,.,3,.,-7,-20%,8%,-3%
COc1ccc(CNC(=O)COC(=O)CCn2c(C)csc2=O)cc1OC,1,3%,-12%,-4%,-2,7,-6,-4%,-2%,1%
COc1cccc(CN2CC(C(=O)NCCC3=CCCCC3)CCC2=O)c1 (stereo not drawn),4,3%,1%,1%,-5,7,-5,4%,-1%,26%
CC1CC(=O)Nc2ccccc2N1S(=O)(=O)c1ccc(C(F)(F)F)cc1 (stereo not drawn),7,1%,-25%,0%,.,2,5,2%,3%,-7%
COc1cc(C2/C(=C(\O)c3ccc4c(c3)CC(C)O4)C(=O)C(=O)N2CCCn2ccnc2)cc(OC)c1OC (stereo not drawn),6,-2%,-4%,0%,13,-1,1,-4%,5%,15%
COc1ccc([C@H]2CC(=O)C=C(c3cccc(Cl)c3)C2)cc1OC,-8,5%,-4%,?,16,6,4,9%,7%,?
NC(=O)Cn1nnc(-c2ccc(NC(=O)c3ccc(F)cc3)cc2)n1,-4,2%,-3%,2%,-10,1,-12,6%,-9%,?
CCCN(CC1CC1)S(=O)(=O)c1ccc(S(N)(=O)=O)cc1,-5,3%,-2%,2%,-3,-2,1,4%,2%,5%
O=C(CNCC1(N2CCOCC2)CCCCC1)Nc1ccc(Cl)cc1,-6,3%,-5%,-10%,-19,4,10,13%,0%,6%
O=S1(=O)c2ccccc2OC(COCc2ccccc2)CN1Cc1ccccc1 (stereo not drawn),4,2%,0%[46.1 µM],.,0,.,-12,3%,23%,0%
Cc1onc(-c2c(F)cccc2Cl)c1C(=O)N1C=CC(C(F)(F)F)=NCC1,2,0%,6%,1%,-9,.,6,10%,-3%,-6%
CCCCN(Cc1ccccc1)C1CCN(Cc2ccccc2)CC1,-3,2%,6%,-11%,6,?,27,7%,0%,2%
COc1ccc(CN(Cc2ccco2)S(=O)(=O)c2ccc(S(=O)(=O)N3CCCC3)cc2)cc1,-12,-1%,-2%,-2%,-1,5,2,-27%,-2%,2%
C=CCc1ccccc1OCC(O)CN1CCN(c2ccc(OC)cc2)CC1 (stereo not drawn),-4,-7%,3%,-6%,-15,0,-32,14%,-2%,-17%
Cc1cccc(NC(=S)NC(=O)/C=C/c2ccco2)n1,0,1%,-4%,0%,.,8,-13,-12%,-11%,?
Cc1ccc(Cl)c(NC(=O)CSc2n[nH]c(=O)n2C2CC2)c1Cl,-2,-5%,7%,-9%,6,1,5,-7%,5%,3%
Cc1ccc(CN2C(=O)CCC2C(=O)NCC2CCCO2)cc1 (stereo not drawn),-7,3%,1%,-10%,3,-2,6,-1%,1%,13%
CC1(C)CC(C2N3CC4(C)CN2CC(C)(C3)C4=O)CCO1 (stereo not drawn),0,-1%,-1%,-6%,2,-1,9,22%,10%,-6%
CN(Cc1c(O)ccc2c1oc(=O)c1ccccc12)C1CCCCC1,2,-2%,-7%,14%,-4,19,-9,7%,6%,-11%
c1cc(CNc2ccc(N3CCOCC3)cc2)ccn1,-6,1%,10%,0%,-12,3,-12,19%,.,?

# Compounds from the list above that contain an NH in an aromatic ring:
SMILES,TSHR antagonist,USP2a inh,TCR act,Mito fusion yeast,KCNH2 3.1 inh,TRPV1 ag,KCNH2 WT inh,Eya2 phos inh,A-T KAP1 phos,ELG1 DNA repair
CCOc1ccc(CCNC(=O)c2ccc(=O)[nH]c2)cc1OCC,19,0%,-3%,-2%,-19,-7,-1,0%,20%,10%
Cc1ccc(Cl)c(NC(=O)CSc2n[nH]c(=O)n2C2CC2)c1Cl,-2,-5%,7%,-9%,6,1,5,-7%,5%,3%
